ARNT TACC3 PPI = disruptors of human ARNT/TACC3 interaction; inhibition, % at 9.99 µM; AID 623870; AlphaScreen His-ARNT PAS-B/GST-TACC3 binding, luminescence; TACC3 fragment carries E629A point mutation; hit rate 0.66% among 390,000;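 active means mean inhibition of replicates at least 50% and at least half of replicates each reaching 50%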;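 further: 0% = complete ARNT plus TACC3 wells and 100% = ARNT alone without TACC3; many hits fall short of the cut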
PglD DTNB = PglD (C. jejuni) enzyme inhibition; purified PglD enzyme, DTNB colorimetric CoA detection; inhibition, % at 12.5 µM; hit rate 0.098% among 360,000; AID 602405; in the data active means inhibition above about 16%, passing the limit was not always enough; further: strong numbers were not always called active
Cneo AK release = Cryptococcus neoformans lysis via adenylate kinase release. C. neoformans lysis, adenylate kinase release luminescence, 4 h; normalised: neutral wells 0, clomiphene wells 100. lysis activity, % at 15 µM. hit rate 0.2% among 360,000;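 active means mean lysis activity across replicates of at least 80%, whatever share of replicates individually reach that level; inactive means mean lysis activity below 80%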
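Material: C. neoformans cells; Schedule: 4 h static compound exposure, 37 °C, read 1 h post-reagent; Measured by: adenylate kinase release luminescence; Read-out: signal increase indicating cell lysis; Controls: Clomiphene as positive lysis control.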
INS-1E GSIS act = primary screen for activators of insulin secretion dependent on glucose, INS-1E cells, GLuc reporter luminescence | activation, % at 16.6 µM | INS-1E GLuc reporter insulin secretion, 2-3 h | hit rate 0.61% among 370,000;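 active means lowest replicate activation of at least 40%, so every replicate reaches that level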;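 further: 0% = median of neutral control wells and 100% = median of IBMX positive control wells; some compounds called inactive have numbers as strong as hits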
PGC1a acetyl inh = modulators of PGC1a acetylation. U2OS PGC1a acetylation, AlphaScreen anti-acetyl-lysine; with virally co-expressed GCN5 acetyltransferase. inhibition, % at 15.6 µM. hit rate 0.17% among 350,000;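 active means every replicate shows inhibition of at least 40%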;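 further: 0% = neutral control wells and 100% = positive control wells; some results beyond the cut were filed as inactive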
LGR2 inh = blocks bursicon-induced cAMP signaling via Drosophila LGR2. HEK293 LGR2, CRE-luciferase, bursicon-stimulated, 4 h. inhibition, % at 9.99 µM. hit rate 0.35% among 380,000. AID 720647;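 active means drop in luminescence signal, shown as inhibition above about 50% in the replicate tests, limit read from the data, passing the limit was not always enough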;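 further: agonist challenge used bursicon conditioned medium at about half maximal strength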
C2C12 statin = protects C2C12 myotubes from simvastatin toxicity; ATP luminescence, 48 h; scaled: DMSO 0, geranylgeraniol control 100; rescue of ATP level, % at 7.49 µM; hit rate 0.78% among 330,000;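 active means mean ATP rescue above about 67%, or every replicate alone reaching that limit, limit read from the data, passing the limit was not always enough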;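 further: myotubes were challenged with 10 µM simvastatin during compound exposure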
PAX8 inh HTS = lowers PAX8-driven luciferase in RMG-I cells; RMG-I TPO-luciferase reporter, SteadyGlo, 24 h; hit rate 1.2% among 360,000; inhibition, % at 12.6 µM; AID 652154;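 active means mean replicate inhibition at least 60% with every replicate also reaching 60%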;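 further: luciferase light reporting Pax8 driven TPO promoter activity; plate controls were median of neutral control wells for no effect and mitoxantrone controls for full effect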
Active calls of the source: *.

What do the screens show for `Cc1ccc2ccccc2c1C(O)c1ncc(-c2ccc(C(F)(F)F)cc2)[nH]1` (stereo unspecified)?
PglD DTNB: -3; Cneo AK release: 2; INS-1E GSIS act: -18; LGR2 inh: 15; PAX8 inh HTS: 10

How did Cc1nn(-c2ccc(N3CCOCC3)nn2)c(C)c1CCC(=O)NCc1ccccc1F do in these assays?
ARNT TACC3 PPI: 4; PglD DTNB: -3; Cneo AK release: 10; INS-1E GSIS act: 14; PGC1a acetyl inh: -9; LGR2 inh: -4; C2C12 statin: -3; PAX8 inh HTS: -15

Results for CN(C)c1ccc(NC(=O)CSc2n[nH]c(-c3ccco3)n2)cc1 ?
ARNT TACC3 PPI: -2; INS-1E GSIS act: 8; LGR2 inh: -23; PAX8 inh HTS: -1

What do the screens show for `CCCCN(CCCC)C(=O)CN(C)S(=O)(=O)c1ccc2c(c1)n(C)c(=O)c(=O)n2C`?
ARNT TACC3 PPI: -7; PglD DTNB: 0; Cneo AK release: 0; INS-1E GSIS act: -8; PGC1a acetyl inh: 7; LGR2 inh: 12; C2C12 statin: 7

Results for COc1ccc(C(=O)CC2OC(=O)c3ccccc32)cc1OC (stereo unspecified) ?
ARNT TACC3 PPI: -5; PglD DTNB: -1; Cneo AK release: 0; INS-1E GSIS act: 25; PGC1a acetyl inh: -10; LGR2 inh: 0; C2C12 statin: 0

How did Cc1c2cnn(-c3ccccc3)c(=O)c2c(C)n1CCCC(=O)NCCN1CCN(C)CC1 do in these assays?
ARNT TACC3 PPI: 10; INS-1E GSIS act: 32; PGC1a acetyl inh: -10; LGR2 inh: -4; PAX8 inh HTS: -3

Results for O=C(Nc1ccc(S(=O)(=O)NC2CCCC2)cc1)c1cnccn1 ?
ARNT TACC3 PPI: 0; PglD DTNB: -4; Cneo AK release: -3; C2C12 statin: 0

What do the screens show for `CC(=O)N/C(=C\c1ccc(F)cc1)C(=O)OC(C)C`?
ARNT TACC3 PPI: -16; INS-1E GSIS act: -10; LGR2 inh: -4; PAX8 inh HTS: -8

Results for Cc1c(C(=O)Nc2ccc(S(=O)(=O)N(C)C3CCN(C)CC3)cc2)oc2ccccc12 ?
ARNT TACC3 PPI: 14; PglD DTNB: -6; Cneo AK release: -2; INS-1E GSIS act: 18; PGC1a acetyl inh: -21; LGR2 inh: -4; C2C12 statin: -14; PAX8 inh HTS: 15

What do the screens show for `CCN(C(=O)C1CCN(c2nc(-c3ccc(OC)cc3)no2)CC1)c1ccc(OC)cc1`?
ARNT TACC3 PPI: 1; PglD DTNB: 2; Cneo AK release: -1; INS-1E GSIS act: -20; PGC1a acetyl inh: -5; LGR2 inh: 22; C2C12 statin: 27; PAX8 inh HTS: 44

What do the screens show for `Cc1ccccc1S(=O)(=O)NC(=O)C1(C)CCN1C(=O)Cc1ccc(Cl)cc1Cl` (stereo unspecified)?
PglD DTNB: 6; Cneo AK release: 5; INS-1E GSIS act: 1; LGR2 inh: 2; C2C12 statin: -6; PAX8 inh HTS: -15

What do the screens show for `Cc1nc2ccccc2n1CC(=O)N/N=C/c1cccs1`?
ARNT TACC3 PPI: -3; PglD DTNB: -5; Cneo AK release: -1; PGC1a acetyl inh: 0; LGR2 inh: -11; PAX8 inh HTS: 8

What do the screens show for `NC(=O)NC(c1ccccc1)c1ccccc1`?
ARNT TACC3 PPI: -1; PglD DTNB: -1; Cneo AK release: 0; INS-1E GSIS act: -12; PGC1a acetyl inh: 15; LGR2 inh: 15; C2C12 statin: 6

How did Cc1sc2ncn(CC(=O)NCc3ccccc3)c(=O)c2c1C do in these assays?
ARNT TACC3 PPI: 23; PglD DTNB: 1; Cneo AK release: -2; INS-1E GSIS act: -7; PGC1a acetyl inh: -9; LGR2 inh: 5; C2C12 statin: 3; PAX8 inh HTS: 2

Results for CN(N=Cc1ccc([N+](=O)[O-])cc1)c1ccccn1 ?
PglD DTNB: 5; Cneo AK release: 1; INS-1E GSIS act: -5; PGC1a acetyl inh: 1; LGR2 inh: -98; C2C12 statin: -5; PAX8 inh HTS: -124

What do the screens show for `COc1cccc(NC(=O)COC(=O)c2cccnc2)c1`?
ARNT TACC3 PPI: -1; PglD DTNB: 3; Cneo AK release: 3; PGC1a acetyl inh: 3; C2C12 statin: 2; PAX8 inh HTS: 5

How did COc1ccc(-c2cc(C(F)(F)F)nc(N3CCN(Cc4ccccc4)CC3)n2)cc1OC do in these assays?
ARNT TACC3 PPI: -1; PglD DTNB: 3; Cneo AK release: 0; PGC1a acetyl inh: 6; C2C12 statin: 2

Results for O=C(C1=C[C@@H](c2coc3ccccc3c2=O)C[C@@H](OCc2ccc(CO)cc2)O1)N1CCCCCCC1 ?
ARNT TACC3 PPI: -2; PglD DTNB: 0; Cneo AK release: 4; C2C12 statin: -3

Results for CN1CCN(C(=O)C[C@H]2CC[C@@H]3[C@H](COc4ccc(NC(=O)C5CCCCC5)cc4C(=O)N3C)O2)CC1 ?
ARNT TACC3 PPI: -2; PglD DTNB: -2; Cneo AK release: -3; INS-1E GSIS act: -5; PGC1a acetyl inh: -6; LGR2 inh: 13; C2C12 statin: -6; PAX8 inh HTS: -7

How did C[C@@H]1CN([C@H](C)CO)S(=O)(=O)c2ccc(-c3ccccc3)cc2O[C@H]1CN(C)Cc1ccccn1 do in these assays?
ARNT TACC3 PPI: -2; PglD DTNB: 0; Cneo AK release: 1; INS-1E GSIS act: -21; PGC1a acetyl inh: 11; LGR2 inh: 6; C2C12 statin: -174

Results for O=C(C1CCOCC1)N1[C@H](CO)[C@@H](c2ccccc2)C12CN(Cc1cccnc1)C2 ?
INS-1E GSIS act: -5; PGC1a acetyl inh: 13; LGR2 inh: 12; PAX8 inh HTS: -8

How did CCOC(=O)CNC(=O)N1CCCC(C(=O)c2ccccc2SC)C1 (stereo unspecified) do in these assays?
ARNT TACC3 PPI: -2; INS-1E GSIS act: -5; LGR2 inh: 21; PAX8 inh HTS: -9

Results for Cc1ccc(S(=O)(=O)N(C)C[C@H]2OCCCC[C@H](C)Oc3ccc(NS(=O)(=O)c4cccs4)cc3C(=O)N([C@H](C)CO)C[C@H]2C)cc1 ?
ARNT TACC3 PPI: 10; PglD DTNB: 6; Cneo AK release: -2; INS-1E GSIS act: 26; PGC1a acetyl inh: 6; LGR2 inh: 5; PAX8 inh HTS: -52

Results for COC(=O)c1cc(Br)cn1S(=O)(=O)c1ccccc1 ?
ARNT TACC3 PPI: -6; PglD DTNB: -4; Cneo AK release: 0; PGC1a acetyl inh: -3; LGR2 inh: -5; C2C12 statin: 3; PAX8 inh HTS: 8

How did O=C(c1ccc(OC2CCN(C/C=C/c3ccccc3)CC2)cc1)N1CCCC1 do in these assays?
ARNT TACC3 PPI: 9; PglD DTNB: -2; Cneo AK release: 0; INS-1E GSIS act: -5; LGR2 inh: -8; PAX8 inh HTS: 16

How did CCC1Oc2ccc(C)cc2N(CC(=O)NCc2ccco2)C1=O (stereo unspecified) do in these assays?
ARNT TACC3 PPI: 0; INS-1E GSIS act: 23; PGC1a acetyl inh: -4; LGR2 inh: -3; PAX8 inh HTS: -14

What do the screens show for `CCOP(=O)(OCC)C(Nc1ccccn1)c1ccc(F)cc1` (stereo unspecified)?
ARNT TACC3 PPI: -2; INS-1E GSIS act: 10; LGR2 inh: 4; PAX8 inh HTS: -4

Results for CC(=O)Nc1ccccc1C(=O)N1CCN(c2cccc(C)c2C)CC1 ?
ARNT TACC3 PPI: -7; INS-1E GSIS act: 12; LGR2 inh: 25; PAX8 inh HTS: 3

What do the screens show for `CCN1C(=O)[C@@H]2[C@@H](c3ccc(-c4ccc(C(C)=O)cc4)cc3)N3CCCC[C@@]3(C(=O)OC)[C@@H]2C1=O`?
ARNT TACC3 PPI: -1; PglD DTNB: 2; Cneo AK release: 0; INS-1E GSIS act: -19; PGC1a acetyl inh: 8; LGR2 inh: 11; C2C12 statin: -9; PAX8 inh HTS: 29

What do the screens show for `COc1ccc(S(=O)(=O)N2CCCCC2C(=O)O)cc1` (stereo unspecified)?
ARNT TACC3 PPI: -12; PglD DTNB: 2; Cneo AK release: -1; INS-1E GSIS act: 3; PGC1a acetyl inh: -3; LGR2 inh: 16; C2C12 statin: -13

Grouped by structure: the entries above containing an aryl thioether with sulfur outside any ring
Results for CN(C)c1ccc(NC(=O)CSc2n[nH]c(-c3ccco3)n2)cc1 ?
ARNT TACC3 PPI: -2; INS-1E GSIS act: 8; LGR2 inh: -23; PAX8 inh HTS: -1

How did CCOC(=O)CNC(=O)N1CCCC(C(=O)c2ccccc2SC)C1 (stereo unspecified) do in these assays?
ARNT TACC3 PPI: -2; INS-1E GSIS act: -5; LGR2 inh: 21; PAX8 inh HTS: -9

Following part:
What do the screens show for `CO[C@@H]1CN(C)C(=O)c2ccc(NC(=O)Nc3c(C)noc3C)cc2OC[C@@H](C)N(C(=O)Nc2cccc(Cl)c2)C[C@H]1C`?
ARNT TACC3 PPI: 5; PglD DTNB: -1; Cneo AK release: -2; INS-1E GSIS act: -34; PGC1a acetyl inh: 5; LGR2 inh: -18; C2C12 statin: -10

Results for Cc1cc(N2CCOCC2)nc(SCC(=O)c2ccccc2)n1 ?
ARNT TACC3 PPI: 21; PglD DTNB: 5; Cneo AK release: -1; INS-1E GSIS act: 25; PGC1a acetyl inh: 6; LGR2 inh: -21; C2C12 statin: 7

Results for COc1cc(OC)cc(C(=O)NCC(=O)N2CCC(C)CC2)c1 ?
ARNT TACC3 PPI: 2; PglD DTNB: 0; Cneo AK release: 0; PGC1a acetyl inh: 3; C2C12 statin: -14

Results for Cc1cccc(-[n+]2c(C)cc(C)c3c(=O)[nH]c(=O)[nH]c32)c1 ?
ARNT TACC3 PPI: 3; PglD DTNB: -1; Cneo AK release: -3; INS-1E GSIS act: 15; PGC1a acetyl inh: -6; LGR2 inh: -12; PAX8 inh HTS: 25

Results for COc1ccc(-n2cc(C(=O)O)c(=O)cc2C)cc1 ?
PglD DTNB: -6; Cneo AK release: 1; INS-1E GSIS act: 1; PGC1a acetyl inh: -1; LGR2 inh: 15; C2C12 statin: 14; PAX8 inh HTS: 6

What do the screens show for `COc1ccc(-c2ccc3c(c2)[C@@H]2[C@@H](CCN2S(=O)(=O)c2ccc(OC)cc2)[C@@H](CO)N3)cc1`?
ARNT TACC3 PPI: -8; PglD DTNB: 3; Cneo AK release: -12; INS-1E GSIS act: 10; PGC1a acetyl inh: -1; LGR2 inh: 6; C2C12 statin: 8; PAX8 inh HTS: 1

How did C/C(=N\NC(=O)c1cc(Br)ccc1O)c1cccc(NC(=O)c2ccccc2F)c1 do in these assays?
ARNT TACC3 PPI: 1; PglD DTNB: 1; Cneo AK release: 0; INS-1E GSIS act: -7; PGC1a acetyl inh: 0; LGR2 inh: -17; C2C12 statin: -3; PAX8 inh HTS: -37

What do the screens show for `COc1ccc(C2C(C(N)=O)=C(C)Nc3nc(-c4ccccc4Cl)nn32)c(OC)c1` (stereo unspecified)?
PglD DTNB: -1; Cneo AK release: 0; INS-1E GSIS act: -11; PGC1a acetyl inh: -1; LGR2 inh: 9; C2C12 statin: 28; PAX8 inh HTS: -7

What do the screens show for `CS(=O)(=O)N1CCc2cc(-c3csc(NC(=O)Cc4cccs4)n3)ccc21`?
ARNT TACC3 PPI: 0; PglD DTNB: -2; Cneo AK release: -2; PGC1a acetyl inh: -8; C2C12 statin: -4

What do the screens show for `CCN(CC)S(=O)(=O)c1ccc2nc(CSc3nnnn3-c3ccc(O)cc3)[nH]c2c1`?
ARNT TACC3 PPI: -1; PglD DTNB: 0; Cneo AK release: 1; PGC1a acetyl inh: 23; C2C12 statin: -12; PAX8 inh HTS: 18

What do the screens show for `CCCC(O)(CCC)C(=O)NNc1ccccc1`?
ARNT TACC3 PPI: -8; PglD DTNB: 7; Cneo AK release: 6; PGC1a acetyl inh: -21; C2C12 statin: 1

From PubChem

Compounds as they come; overall some 2.9% were active at least once.
